From PubChem
MLLE-PAM2 inh – inhibitors of PABP1 MLLE–PAM2 peptide binding, primary screen, biochemical, fluorescence polarization, FITC-PAM2, GST-MLLE; inhibition, % at 20 µM; 0.36% of 360,000 active; Polyadenylate-binding protein 1 (Homo sapiens), P11940; AID 588489, 2011; in the data active = inhibition above about 35%, passing the limit was not always enough;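 note: plate controls were DMSO wells with GST-MLLE for no effect and wells lacking GST-MLLE protein for full effect; some results filed as inactive read as strong as hits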
FAS TE block – FAS thioesterase domain inhibitors, primary screen, biochemical, fluorescence intensity, uHTS; recombinant FAS-TE, OMFH fluorogenic substrate, fluorescence endpoint; inhibition, % at 15 µM; 0.67% of 360,000 active; AID 602261, 2012;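 active = compounds whose normalised, plate-corrected inhibition of enzyme fluorescence in the single-dose primary screen is 50% or more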;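 note: 0% = DMSO with enzyme and 100% = substrate without enzyme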
Rpn11 inh – Rpn11 (PSMD14) deubiquitinase inhibitors, primary screen, biochemical, fluorescence polarization, uHTS; human 26S proteasome, Ub4-pepOG fluorescence polarization; 20S core pre-blocked with epoxomicin; calls only at 20 µM; 0.59% of 360,000 active;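 active = inhibition at 20 µM, scaled to each plate's controls, above about 33%, limit read from the data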
E coli Lon inh – inhibitors of E. coli Lon protease, primary screen, biochemical, fluorescence polarization; P0A9M0; purified E. coli Lon protease; inhibition, % at 7.94 µM; 0.42% of 360,000 active; AID 602123, 2011; in the data active = inhibition above about 13%, passing the limit was not always enough;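 note: 0% = enzyme with probe and DMSO and 100% = no enzyme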
MT1-MMP act inh – blockers of MT1-MMP proenzyme processing, primary screen, HT1080 RFP-PRO-GFP cells, GFP/RFP fluorescence | GFP/RFP ratio fluorescence, overnight; percent of plate control window, DMSO zero | 0.061% of 360,000 active | Matrix metalloproteinase-14 (Homo sapiens), P50281 | GFP/RFP ratio change, % at 20 µM;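 active = GFP/RFP ratio change of at least 30% with cell ATP level not reduced by more than half and red fluorescence within 50% of control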; note: strong numbers were not always called active
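Assay system: RFP-PRO-GFP reporter HT1080 cells; read-out basis: GFP/RFP fluorescence ratio; benchmarks: DMSO wells and RFP-L50D-GFP cells; doses: 20 µM single dose, 1% DMSO; schedule: overnight cell settling, then overnight compound exposure, 37 °C, 5% CO2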
Rin1 Abl inh – inhibitors of Rin1-Abl protein binding, primary screen, biochemical, TR-FRET; Tyrosine-protein kinase ABL1 (Homo sapiens) + Ras and Rab interactor 1 (Homo sapiens), …; inhibition, % at 7.35 µM; 0.4% of 360,000 active; AID 588664, 2011; in the data active = inhibition above about 5%, passing the limit was not always enough
CSN deneddyl inh – inhibitors of CSN-mediated cullin deneddylation, primary screen, biochemical, fluorescence polarization, uHTS. inhibition, % at 12.5 µM. 0.38% of 360,000 active. Purified CSN, SCF-Nedd8-OG deneddylation. COP9 signalosome complex subunit 5 (Homo sapiens), Q92905;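 active = pattern-corrected inhibition above about 35%, with an unprinted fluorescence ratio check between 0.5 and 1.5, limit read from the data, passing the limit was not always enough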;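 note: 0% = enzyme with substrate and 100% = substrate without enzyme; some results filed as inactive read as strong as hits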
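Material: human Csn5 produced in HEK293T cells; Input: enzyme 0.24 nM; Reagent: SCFSkp2-Nedd8OG substrate at 10 nM final; Dosing: 12.5 µM compound; Incubation: 90 min reaction at room temperature; Detection: fluorescence polarization of the substrate; Evaluation: % inhibition of substrate cleavage by Csn5; Control set: substrate-only high control, full reaction low control.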
MsrA inh – bovine MsrA enzyme inhibitors, primary screen, biochemical, absorbance, HTS; purified bovine MsrA, absorbance read-out; inhibition, % at 15.5 µM; 0.75% of 360,000 active; Methionine sulfoxide reductase A (Bos taurus); in the data active = inhibition above about 4.5%;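 note: 0% = vehicle wells with enzyme and 100% = reference inhibitor wells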
bovine MsrA act – bovine MsrA enzyme activators, primary screen, biochemical, absorbance, HTS; Methionine sulfoxide reductase A (Bos taurus); purified bovine MsrA, absorbance read-out; activation, % at 10.6 µM; 0.3% of 360,000 active; AID 602163, 2012; in the data active = activation above about 7.5%;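 note: 0% = vehicle and 100% = reference activator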
Active calls of the source: *; i = inactive; x = no result given; + = active, no number.

SMILES	MLLE-PAM2 inh	FAS TE block	Rpn11 inh	E coli Lon inh	MT1-MMP act inh	Rin1 Abl inh	CSN deneddyl inh	MsrA inh	bovine MsrA act
Cc1nc2ccn(Cc3ccccc3)c(=O)c2cc1C(=O)N1CCN(c2ccc(F)cc2)CC1	5	2	i	-5	2	-3	-1	1.2	-3
Cc1ccc(S(=O)(=O)NCc2ccc(C(=O)NCCc3ccc(S(N)(=O)=O)cc3)cc2)cc1	2	0	i	-9	-8	-1	6	1.3	-1
Cc1ccc([C@@H]2CC=C(C(=O)O)[C@H](c3ccc(F)cc3)N2S(=O)(=O)c2ccccc2C)cc1	-6	-2	i	8	-1	0	-5	-0.6	-1
CCOc1ccc(N(C(=O)c2ccc3c(c2)OCO3)C2C=CS(=O)(=O)C2)cc1 (centres undefined)	-3	6	i	-8	-5	3	0	-0.5	-3
CCC1CCCCN1CCCNC(=O)c1cn(C)c2ccc(S(=O)(=O)N(C)C3CCCCC3)cc2c1=O (centres undefined)	-1	-4	i	-9	-5	0	5	2.1	-5
CC(=O)Nc1ccc(S(=O)(=O)Oc2ccc(/C=C3\SC(N)=NC3=O)cc2)cc1	16	-3	i	2	-1	3	-11	2.1	-5
N=c1c(S(=O)(=O)c2ccc(Cl)cc2)cc2c(=O)n3ccccc3nc2n1Cc1ccco1	-39	33	i	-21	-11	-2	40*	2.1	-5
CCn1cc(C(=O)N[C@@H](CCSC)C(=O)NCCO)c(=O)c2cc3c(cc21)OCO3	-8	-3	i	1	0	1	2	-0.5	2
CCOC(=O)N1CCN(C(=O)c2ccc(N(Cc3ccc(Cl)cc3)S(C)(=O)=O)cc2)CC1	3	0	i	-5	-1	5	-3	-0.8	-3
Cc1cc(C)c(CN2CCC(n3nccc3NC(=O)CCOc3ccccc3)CC2)cc1C	-10	7	i	5	2	2	-5	-0.7	0
COC(=O)c1ccc(OC(=O)CCN2C(=O)C3CCCCC3C2=O)cc1 (centres undefined)	12	3	i	-2	2	-3	-1	-0.2	0
O=C(NCCc1ccccc1)C(=O)NCC1CCCN1S(=O)(=O)c1ccccc1 (centres undefined)	7	4	i	16	4	1	0	-0.9	-1
C=CCn1nnnc1SCC(=O)Nc1cccc(C(F)(F)F)c1	-115	-2	i	7	1	0	-4	-1.0	-7
O=C(COc1ccccc1)Nc1nnc(-c2ccccc2)o1	-12	-6	i	-12	1	4	2	0.1	-3
Cc1cccc(-c2nc(CCNC(=O)c3ccco3)cs2)c1	3	0	i	-4	1	-7	0	0.8	-2
COc1cc(CN2CC(C)CC(C)C2)cc([N+](=O)[O-])c1O (centres undefined)	5	-14	i	6	7	0	-8	-0.2	-2
CCOc1ccc(N(CC(=O)N2CCN(c3ccccc3)CC2)S(=O)(=O)c2c(C)noc2C)cc1	-14	22	i	5	3	0	-2	2.2	-1
Cc1c(C(=O)Nc2ccc3c(c2)OCCO3)sc2nc(-c3ccccc3)cn12	1	24	i	-5	3	-2	5	1.6	-3
Cn1nc(C(=O)N2CCN(c3ccc([N+](=O)[O-])cc3)CC2)c2c1-c1ccccc1S(=O)(=O)C2	-11	10	i	-10	4	-5	-2	x	-3
CN(C)c1cccc(C(=O)N(C)C2CCCN(Cc3ccccc3F)C2)c1 (centres undefined)	-5	-2	i	9	2	-1	2	-0.4	-3
Cc1cc(C)c(S(=O)(=O)Cc2ccccc2)c(OC(C)C)n1	-2	5	i	-1	-2	-1	2	0.8	-3
O=C(NCCCCNC(=O)c1ccccc1Br)c1ccccc1Br	-11	-5	i	1	19	1	-3	-0.4	2
CCOc1ccc(CCNC(=O)Nc2ccccc2)cc1OCC	8	-2	i	-1	0	3	3	-0.8	3
O=C(NCC1COc2ccccc2O1)c1ccc(Cl)cc1 (centres undefined)	13	10	i	-1	3	0	-1	0.7	2
COC(=O)c1sc(NC(=O)/C=C/c2ccccc2Cl)nc1C	-67	0	+	5	4	0	23	1.7	-1
CC(CNC(=O)CCn1c(=O)c2cccn2c2ccc(F)cc21)c1ccccc1 (centres undefined)	-6	23	i	5	-2	-1	-4	0.9	-3
OC(COc1ccc(CN2CCSCC2)cc1)CN1CCCCC1 (centres undefined)	16	-5	i	-11	-3	2	-1	0.8	0
Fc1ccc(OCc2nnc(SCCN3CCOCC3)o2)cc1	-81	-5	i	5	-1	-1	-2	-0.2	-1
O=C(Nc1ccnn1C1CCN(C(=O)c2ccc(Cl)cc2)CC1)C1CC1	-6	-2	i	3	0	0	-3	-0.1	-3
CC(C)NC(=O)C1(C)CCN1C(=O)c1cccc(F)c1 (centres undefined)	12	0	i	-10	0	2	-3	0.7	-1
CN(C)c1cccc(NC(=O)C2Cc3c(-c4cccnc4)ccnc3O2)c1 (centres undefined)	4	-9	i	-12	0	-4	4	1.5	0
C=CCn1c(SCC(=O)NCC(c2ccccc2)N(C)C)nnc1C1CCCCC1 (centres undefined)	-11	-2	i	-8	-4	-3	-3	-0.7	-4
CCC(=O)OCc1cc(=O)oc2ccc3ccccc3c12	3	14	i	-1	-5	-1	2	2.5	-3
COc1ccc(N2C(=O)c3cc4ccccc4cc3C2=O)cc1	6	-4	i	-5	2	1	-2	-0.7	0
Cc1cc(C)[n+](Cc2ccccc2)cc1C(N)=O	10	-11	i	11	-3	-2	-6	0.0	-6
Cc1cc(C)c2c(=O)[nH]c(SCc3ccccc3C)nc2n1	0	2	i	-6	2	0	-3	1.2	-4
CCOCCCn1c(=S)[nH]c2cc(C(=O)N3CCC(C(N)=O)CC3)ccc2c1=O	-16	-13	i	4	1	3	-3	0.5	-2
Cc1ccc(S(=O)(=O)C(C#N)c2nc3ccccc3nc2N2CCC(C)CC2)cc1 (centres undefined)	18	-3	i	-1	-5	-3	-6	-0.2	-3
CCOC(=O)C1CCCN(C(=O)c2cc3c(OC)c(OC)c(OC)cc3[nH]2)C1 (centres undefined)	2	-4	i	-1	1	-1	-1	2.1	-6
CCS(=O)(=O)C1=NN2C(=N)/C(=C\c3ccc(OS(=O)(=O)c4ccccc4)cc3)C(=O)N=C2S1	-2	14	i	1	0	3	9	x	-4
CCOC(=O)C1=C(C)NC(=O)NC1c1ccc2c(c1)OCO2 (centres undefined)	0	-2	i	2	-7	1	-3	2.3	0
O=C(COc1ccccc1F)N1N=C(c2cccs2)CC1c1ccco1 (centres undefined)	11	14	i	-17	2	0	6	0.5	-7
O=C(CCc1nnc2n(Cc3ccccc3Cl)c(=O)c3ccccc3n12)NCCCN1CCOCC1	4	0	i	2	4	-1	3	1.1	0
COc1ccc2c(C)cc(SCn3nnc4ccccc4c3=O)nc2c1	5	21	i	2	-1	2	-7	0.7	-6
CCOC(=O)Cc1csc(NC(=O)Nc2cccc(OC)c2)n1	-17	1	i	1	3	2	-1	-0.2	-5
O=C(Nc1ccccc1)c1ccccc1OCc1cccc([N+](=O)[O-])c1	6	29	i	-3	0	5	1	0.3	-4
CCO[C@@H]1OC(C(=O)N2CCOCC2)=C[C@H](C)[C@H]1CCCO	6	-12	i	-1	-5	2	1	0.4	-3
c1ccc(CNc2ncnc3sc4c(c23)CCCC4)nc1	-2	1	i	3	0	0	-1	0.3	-1
O=C(Nc1ccccc1)NC1CCN(CCCN2C(=O)c3ccccc3C2=O)CC1	-9	-8	i	-7	-1	3	2	-0.1	-1
CC1CCN(CCCNC(=O)C2CC(=O)N(CCc3ccccc3)C2)CC1 (centres undefined)	9	-5	i	-4	0	-1	-4	0.6	-2
Cc1ccnc(N/C=C(/NC(=O)c2ccccc2)C(=O)NN)n1	-2	-8	i	-5	-1	1	4	2.6	-8
Cc1onc(-c2c(Cl)cccc2Cl)c1C(=O)c1c[nH]c(C(=O)NCC2CCCO2)c1 (centres undefined)	16	2	i	2	-1	1	2	1.2	-4
CCC(c1nnc(SCC(=O)NCC2CCCO2)n1Cc1ccccc1)N(C)C (centres undefined)	-11	-10	i	-1	-2	-3	6	0.8	-2
O=C1COc2ccc(C(=O)COC(=O)CCCOc3ccccc3)cc2N1	8	-9	i	-8	-3	5	-1	-0.6	-5
CCNC(=S)NNC(=O)Cn1nc(C)cc1C	23	-6	i	8	-3	-3	4	x	3
CCOC(=O)C1=C(COC(=O)C2CC(=O)N(c3ccccc3CC)C2)NC(=O)NC1C (centres undefined)	10	-6	i	0	-5	-1	-2	-0.3	3
Cc1ccc2c(c1)C(c1ccc(F)cc1)N(C(=O)c1ccccc1Br)CC(=O)N2 (centres undefined)	2	6	i	2	-4	5	1	0.3	-1
CCN(CC)c1ccc(C(=O)c2ccccc2C(=O)O)c(O)c1	15	-9	i	2	11	-3	2	4.7*	-4
CCN(CC)C(=O)COc1ccc(Br)cc1Cl	-13	-5	i	-2	-1	-1	7	1.7	-1
COc1ccc(OC)c(CN2CCCCCC2)c1	-10	-6	i	21*	-3	2	7	-0.5	-6

Further results follow.
SMILES	MLLE-PAM2 inh	FAS TE block	Rpn11 inh	E coli Lon inh	MT1-MMP act inh	Rin1 Abl inh	CSN deneddyl inh	MsrA inh	bovine MsrA act
CCOC(=O)C(NC(=O)NCc1ccccc1OC)(OCC)C(F)(F)F (centres undefined)	-2	-6	i	0	3	-1	-6	-0.2	-2
CCS(=O)(=O)c1ccc(O)c(NC(=O)CC2(CC(=O)O)CCCC2)c1	-13	-2	i	-17	1	-1	5	-0.7	-6
CC(C)CC(=O)NC(NC(=S)Nc1sc2c(c1C#N)CCCC2)C(Cl)(Cl)Cl (centres undefined)	-19	2	i	-1	4	1	1	1.1	-3
CCn1c(=N)n(CCO)c2ccccc21	0	-7	i	-5	1	1	-2	-0.2	-1
Cc1cc(Cl)ccc1OCCCC(=O)OCC(=O)c1c(N)n(C)c(=O)n(C)c1=O	2	12	i	6	3	2	2	0.1	-2
CC(=O)Nc1ccc(C(=O)OCC(=O)Nc2ccccc2F)cc1	6	-2	i	-4	0	-3	1	0.0	-6
COc1ccc(CCC(=O)Nc2ccc(S(=O)(=O)N3CCCC3)cc2)cc1OC	-20	-2	i	-2	1	1	2	1.0	-1

Whole records, looked up by structure. Order of values: MLLE-PAM2 inh, FAS TE block, Rpn11 inh, E coli Lon inh, MT1-MMP act inh, Rin1 Abl inh, CSN deneddyl inh, MsrA inh, bovine MsrA act
Cc1cc(Cl)ccc1OCCCC(=O)OCC(=O)c1c(N)n(C)c(=O)n(C)c1=O as listed: 2, 12, i, 6, 3, 2, 2, 0.1, -2
COc1ccc(CCC(=O)Nc2ccc(S(=O)(=O)N3CCCC3)cc2)cc1OC as listed: -20, -2, i, -2, 1, 1, 2, 1.0, -1
CCn1c(=N)n(CCO)c2ccccc21 as listed: 0, -7, i, -5, 1, 1, -2, -0.2, -1
